# High-throughput results deposited in PubChem by National Center for Advancing Translational Sciences (NCATS).
# KDM5B inh = inhibitors of human KDM5B histone demethylase | Q9UGL1 | KDM5B demethylase, FDH-coupled NADH fluorescence (FDH is formaldehyde dehydrogenase) | Potency, µM (series often up to 57.7 µM), without a hit: top-dose activity change, negative = inhibition, hits mostly inhibitors | 220,000 tested, 2.6% active; active means well fitted inhibition curve with a large enough effect; inconclusive means small, poorly fitted or top-dose-only effect; inactive means no such curve, though single readings can be large or run the other way; further: 0% is about no effect; nearly all actives have a fitted effect of over 70% in size
#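 Here, H3K4me3 peptide (12.5 µM in substrate mix) is demethylated by KDM5BΔAP, 200 nM final, after 10 min compound exposure. Formaldehyde product is coupled through FDH (0.25 U/mL in mix) to NADH fluorescence; 30-min ΔRFU feeds dose-response curves.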
# * marks the source's active call; other numbers are inactive results; ? = inconclusive; [ ] = remark or other dose. Potency means the concentration at half of the fitted maximal effect.
Structure	KDM5B inh
Cc1cc(C)cc(NC(=O)CSc2ccc(S(=O)(=O)N3CCOCC3)cn2)c1	20%
CCOC(=O)c1c(-c2ccccc2)csc1NC(=O)c1nc(SCC)ncc1Cl	-2%
CNC(=O)N1CCC(C2CCN(C(=O)C3(C)CCCCC3)C2)CC1 (centres undefined)	3%
COc1ccccc1C(=O)N1CC[C@H]2COC(=O)N2c2ccccc2C1	-19%[86.2 µM]
COc1ccc(C(=O)N2CCCC(n3cc(-c4nc(C(C)C)no4)nn3)C2)cc1 (centres undefined)	-18%
Cc1cccc(NC(=O)Cn2nc(C)c3nn(-c4ccc(Cl)cc4)c(C)c3c2=O)c1C	5%
Cc1ccc2nc(-c3ccc(Cl)c(NC(=O)c4cccnc4)c3)oc2c1	-10%
Cn1cc(/C=C2\SC(=S)N(N3CCOCC3)C2=O)c2ccccc21	6%
CCCCn1c(=O)[nH]c(=O)c2c1nc(-c1ccccn1)n2CCOC	?
O=C(O)CCn1cc(C(C(=O)O)N2CCCC2)c2ccc(Br)cc21 (centres undefined)	15%
C=CCNC(=S)Nc1ccccc1Cl	14%
COc1ccc(C2Cn3nnc(C(=O)N4CCN(C(=O)CCc5ccccc5)CC4)c3CO2)cc1 (centres undefined)	?
N#Cc1ccc(-c2cccs2)nc1SCC(=O)Nc1ccc(Br)cc1	-4%
CN(C)c1cccc(-c2n[nH]c3c2CC(=O)N(CC2CC2)C3)c1	20µM*
CCc1nnc([C@@H]2CC(F)(F)CN2C(=O)C2CC2)o1	-1%
CNC(=O)[C@@H]1C[C@@H](O)CN1C1CCN(C(=O)CC2CCCC2)CC1	4%
COc1ccc(CNC(=O)CN(Cc2ccccc2Cl)C(=O)c2csnn2)cc1	-47%
COc1cccc(C(=O)N2CC(Oc3cccc(-c4nc(-c5ccccc5)no4)c3)C2)c1	-27%
O=C(CN1C(=O)NC2(CCCCC2)C1=O)N1CCCCC1	-2%
CCc1ccc(-c2nn(CC(=O)NC3CCCCC3)c3c2cnc2ccc(OC)cc23)cc1	?
COc1ccc(CN2CCCC(C)(NC(C)=O)C2)c2ccccc12 (centres undefined)	?
CCc1ccc(NC(=O)Cn2c(=O)n(CCCCC(=O)NCCc3ccccc3)c(=O)c3ccccc32)cc1	-15%
Cc1cc(Br)c(OCc2ccc(C(=O)N/N=C/c3ccc[nH]3)cc2)c(Br)c1	?
Cn1ncc(N2CCCC(CC(=O)N3CCCCCC3)C2)cc1=O (centres undefined)	11%
NS(=O)(=O)c1ccc(-c2ccc(/C=N/NC(=O)c3ccc([N+](=O)[O-])cc3)o2)cc1	5%
O=C(NC1CCN(c2cc(-c3cccs3)[nH]n2)C1)c1ccc2nc[nH]c2c1 (centres undefined)	?
NNC(=O)c1cc(C2CC2)nc2ccc(Br)cc12	-1%
C/C(=N/NC(=O)OC(C)(C)C)c1ccccc1Cl	22%
COC(=O)c1ccc(C)c(NC(=O)CSc2nc3[nH]c(=O)cc(O)c3s2)c1	-13%
Cn1cc(CN(Cc2c(C(=O)N3CCCC3)nc3sccn23)C2CC2)cn1	9%
CCc1nc2ccc(C(=O)N3CCN(c4cccc(Cl)c4)CC3)cc2nc1CC	?
Cn1c(C(=O)NCC2CCN(CC(F)(F)F)C2)cc2ccccc21 (centres undefined)	-2%
CN1CCN(c2oc(/C=C/c3ccccc3)nc2C#N)CC1	?
O=C(NCc1csc(-c2cccs2)n1)c1ccsc1	?
Cc1ccc(-c2nc3ccccc3nc2-c2ccc(C)cc2)cc1	-25%
Cc1ccc(C2Cn3nnc(C(=O)N4CCC(C(=O)NC5CCc6ccccc65)CC4)c3CO2)cc1 (centres undefined)	-17%
O=C(CS(=O)(=O)Cc1ccc(C(F)(F)F)cc1)Nc1ccc(F)cc1F	10%
O=c1[nH]c(-c2ccc(F)cc2)nc2c1CCN(S(=O)(=O)c1cccs1)C2	32µM*
O=C1c2ccccc2CN1C(CO)Cc1ccccc1 (centres undefined)	-25%
O=C(CN(Cc1ccco1)C(=O)CCC(=O)Nc1ccccn1)NCc1ccccc1	-7%
COc1ccc(-n2[nH]c(C)c(Cc3ccccc3Cl)c2=O)cc1	?
CC(C)CN[C@H]1[C@H](O)[C@H](O)C[C@@H]1c1ccncc1	-9%[115 µM]
CC(NC(=O)c1ccc(OC2CCN(S(=O)(=O)N(C)C)CC2)cc1)c1cccs1 (centres undefined)	-3%
O=C(NCc1ccnc2[nH]ccc12)c1ccccc1F	?
Cc1ccc2[nH]c(=O)c(COC(=O)c3ccccn3)cc2c1	-8%
C=CCOc1nc2c(c(=O)n(Cc3ccc(F)cc3)c(=O)n2C)n1C	12%
Cc1ccc(NC(=O)c2nc3ccccc3nc2N2CCOCC2)c(Cl)c1	8%
Cc1ccc(Cn2ncc3c2NC(=O)CC32C(=O)Nc3c(Cl)cccc32)cc1 (centres undefined)	2%
COc1ccc(-c2nc(C(C)C)nc3c2CCN(C(=O)Cc2cccc(Cl)c2)CC3)cc1	-20%
CCN(Cc1cccc(F)c1)C(=O)COc1ccc2ccc(=O)oc2c1	?
NC(=O)C1CCCN(CC(=O)Nc2nc3ccccc3[nH]2)C1 (centres undefined)	22%
Cc1cccc(OCC(=O)N2CCC3(CC2)NC(=O)N(Cc2ccccc2)C3=O)c1	-6%
CCOC(=O)c1cccc(NC(=O)c2c(OC)cc(=O)n3c2CCCC3)c1	-2%
COc1cc(F)ccc1-c1ccc(=O)n(Cc2c(F)cccc2Cl)n1	?
COc1cccc(CNc2cc(Cl)nc3ccnn23)c1	3%[86.2 µM]
O=C(c1ccccc1)N1CCCC(c2nn(-c3ccccc3)c(=O)[nH]2)C1 (centres undefined)	-21%

# Other structures
Structure	KDM5B inh
Cc1ccc(S(=O)(=O)NCC(=O)NCC(=O)NC(C)c2ccccc2Br)cc1C (centres undefined)	-3%
O=C(CCC[C@H]1NC[C@@H]2C[C@H]1CN(Cc1ccccc1)C2)NCc1cc(F)cc(F)c1	?
COc1ccccc1-n1nc(Cc2ccccc2)n(CC(=O)NC(C)C2CC2)c1=O (centres undefined)	8%
CC(C)CCN1C(=O)CC[C@]2(C(=O)N3CCC(C)CC3)CCCC[C@@H]12	-12%
CCc1cc2c(cc3c(=O)n(CC(=O)NCCc4ccccc4)ncn32)s1	-13%
CCCCN1C(=O)/C(=C(/C#N)C(=O)N2CCCC2)c2ccccc21	-15%
COC(=O)c1ccc(NC(=O)CCc2ccco2)cc1	-14%
O=C(c1ccc2[nH]ccc2c1)N1CCCC(Cc2noc(-c3cnccn3)n2)C1 (centres undefined)	9%
CCN(CC)S(=O)(=O)c1ccc(NC(=O)C(C)N(c2cccc(Cl)c2)S(C)(=O)=O)cc1 (centres undefined)	5%
CCOc1ccc(CCNC(=O)c2nn(-c3ccc(OC)cc3)c(=O)c3c2c2ccccc2n3C)cc1OCC	-17%
Cc1ccc(S(=O)(=O)c2nc(-c3ccco3)oc2SCC(N)=O)cc1	-7%
Cc1ccccc1CN1C(=O)c2ccccc2Sc2ccc(C(=O)NCCCN3CCOCC3)cc21	-1%
CCn1nc(C)c(-c2cc(C(=O)N3CCCCCCNC(=O)CC3)no2)c1C	-29%
Cc1ccc(NC(=O)c2cc(S(=O)(=O)NC3CCCCCC3)ccc2F)cc1F	-28%
Cc1ccc(NC(=O)C[n+]2cc(-c3ccccc3)n3c2CCC3)c(C)c1	12%
CCOC(=O)c1cc(NC(C)=O)ccc1N1CCOCC1	?
CC(C)CN1CC[C@H](c2nc3ncccc3[nH]2)C1	-9%[115 µM]
CN(CCC1CCOCC1)C(=O)c1ccc2oc(-c3cccc(F)c3)nc2c1	27%
C/C=C/C=C/C(=O)NCc1ccc(CN2CCCC2)cc1	-5%
COC[C@H]1C[C@@H](NC(=O)C2CCOCC2)[C@H](O)[C@@H]1O	-27%[115 µM]
CN1CCN(S(=O)(=O)c2cc3ccccc3oc2=O)CC1	-40%
CC(C)N(C(=O)/C=C/c1ccc([N+](=O)[O-])cc1)C(C)C	17%
O=C(Cn1cccc1-c1nc(-c2ccc3c(c2)OCO3)no1)Nc1cc(F)cc(F)c1	-8%
O=C(Cn1nc(C(=O)O)c2ccccc2c1=O)Nc1ccc(Oc2ccccc2)cc1	-4%
Cc1cccc(CNC(=O)C2CCN(c3cn[nH]c(=O)c3)C2)c1 (centres undefined)	36%
Fc1ccc(C2=CC(c3c(F)cccc3Cl)n3nnnc3N2)cc1 (centres undefined)	-19%
COC(=O)CNC(=O)N1CCC(Cc2noc(-c3ccc(OC)cc3)n2)C1 (centres undefined)	-22%
CS(=O)(=O)N1CCC(C2CCN(Cc3ccc4c(c3)CCO4)C2)CC1 (centres undefined)	?
CCCCN(CC)CCNc1ncnc2onc(-c3ccc(Cl)cc3)c12	1%
O=C(OCC1CCCO1)c1ccc2c(c1)N(Cc1ccccc1F)C(=O)c1ccccc1S2(=O)=O (centres undefined)	-20%
Cc1c(C)n(C)c2ccc(C(=O)NCCc3ccc(Cl)cc3)cc12	?
O=C(N[C@@H]1CNCCC[C@H]1O)c1ccc(OCCN2CCOCC2)cc1	-25%[86.2 µM]

# Compounds listed so far that have a furan ring, fused or not, in the order listed:
Structure	KDM5B inh
NS(=O)(=O)c1ccc(-c2ccc(/C=N/NC(=O)c3ccc([N+](=O)[O-])cc3)o2)cc1	5%
O=C(CN(Cc1ccco1)C(=O)CCC(=O)Nc1ccccn1)NCc1ccccc1	-7%
COC(=O)c1ccc(NC(=O)CCc2ccco2)cc1	-14%
Cc1ccc(S(=O)(=O)c2nc(-c3ccco3)oc2SCC(N)=O)cc1	-7%

# (next part)
Structure	KDM5B inh
COc1ccc(OC)c(Nc2ncc3c(n2)CCN(Cc2cc(OC)c(OC)c(OC)c2)C3)c1	-23%
CCc1ccc(C2=C(C)C(N3CCC(C(=O)Nc4ccc(F)cc4)CC3)=NS2(=O)=O)cc1	7%
Cc1cc(C(F)(F)F)c(C#N)c(SCc2cccnc2)n1	?
CCOc1ccccc1CNC(=O)[C@H]1CN(C(C)C)C[C@H]1C(=O)O	-14%
COc1ccc(S(=O)(=O)N2CCCOC2CNC(=O)C(=O)NCCCN2CCOCC2)cc1 (centres undefined)	16%
Cn1c(=O)c2c(nc(Br)n2C/C=N/NC(N)=S)n(C)c1=O	-11%
COc1ccc(-c2cnc(Nc3cccnc3)c3c2CCO3)cn1	-35%[86.2 µM]
Cc1ccc(NC(=O)N2C[C@@H](Oc3cccnc3)C[C@H]2C(=O)N2CCOCC2)cc1C	12%

# Part of the list above, set out differently.
KDM5B inh,compound
?,CCCCn1c(=O)[nH]c(=O)c2c1nc(-c1ccccn1)n2CCOC
15%,O=C(O)CCn1cc(C(C(=O)O)N2CCCC2)c2ccc(Br)cc21 (centres undefined)

# Other results follow:
Structure	KDM5B inh
CCc1cccc(NC(=O)CCCn2c(=O)[nH]c3ccsc3c2=O)c1	30%
Cc1ncc2c(c1CNC(=O)CCc1ccc(=O)[nH]n1)CCNC2	-27%
CCCNC(=O)C[C@@H]1CCN(C(=O)c2ccnc(Cl)c2)C[C@@H]1CC	-2%[86.2 µM]
CO[C@@H]1COCC[C@H]1NC(=O)c1cccnc1N(C)C1CCCCC1	10%
COC(=O)c1ccc(NC(=O)c2cccc(N3C(=O)C4C5C=CC(C6CC56)C4C3=O)c2)cc1 (centres undefined)	?
CCc1nn(CC(=O)NCCc2ccc(SC)cc2)c(=O)c2cc3sccc3n12	-12%
COc1cccc(CN2CCCCCCNC(=O)[C@@H]3C[C@@H](C(=O)NCCc4cnc[nH]4)C[C@@H]32)c1OC	?
CCc1nc(SCC(=O)c2ccccc2)c2c(=O)n(C)c(=O)n(C)c2n1	35%
CC1(C)SC(=S)N(/N=C/c2ccccc2O)C1N(O)C(=O)Nc1ccccc1 (centres undefined)	-23%
Cc1ccc(SCCNC(=S)Nc2cccc(Cl)c2C)cc1	-9%
Cc1nn(-c2ccccc2)c2sc(C(=O)Nc3cccc(O)c3)cc12	-18%
Cc1cn2nnc(C(=O)N3CCC(C(=O)Nc4ccc(F)c(F)c4)CC3)c2c(=O)[nH]1	-19%
Cc1cccc(C(C(=O)N2CCC(CCn3ccnc3C)CC2)N(C)C)c1 (centres undefined)	10%
COc1cccc(CN2CCC(C(=O)N3CCCCCCNC(=O)CC3)CC2)c1	?
COc1ccc(CN2C(=O)[C@@H]3C[C@@H](CN3Cc3ccccc3C)Oc3ccccc32)cc1	?
Cc1ccc(CNc2nc3c(S(=O)(=O)c4ccc(C)c(C)c4)nnn3c3ccc(Cl)cc23)cc1	-22%
CCNS(=O)(=O)c1cc(C(=O)NC(C)C)ccc1OC	8%
O=C(c1cccc(F)c1)N1CCCC(n2cc(-c3nc(-c4ccccc4)no3)nn2)C1 (centres undefined)	-9%
CC(C)(C)C(=O)N1CCN(c2ccc(F)cc2)CC1	-8%
Cc1ccccc1-c1nnc(SCC(=O)N2CCCc3ccccc32)o1	-27%
Cn1ncc2c(C(=O)NCc3cccnc3)cc(C(C)(C)C)nc21	100µM*
Cc1[nH]c2ccc(C(=O)N(C)CC(=O)NC(C)(C)C)cc2c1C	-8%
CCCCCC(=O)N[C@@H](Cn1cc(F)c(=O)[nH]c1=O)C(=O)O	-5%[86.2 µM]
CCN(C(=O)Cn1c(=O)n(CC2CCC(C(=O)NC)CC2)c(=O)c2sccc21)c1ccccc1 (centres undefined)	11%
Cc1cccc(-c2cnc3n[nH]c(-c4ccc5c(c4)OCO5)c3n2)c1	7%[86.2 µM]

# Not all compounds are listed. The share of hits here may be higher or lower than overall.
